# PglD inh – C. jejuni PglD acetyltransferase inhibitors, primary screen, biochemical, DTNB colorimetric, single point | purified PglD enzyme, DTNB colorimetric CoA detection | inhibition, % at 12.5 µM | 360,000 tested, 0.098% active; in the data active means inhibition above about 16%, passing the limit was not always enough; further: strong numbers were not always called active
# miR122 inh – miR-122 Renilla sensor signal increase in Huh7, primary screen, miR-122 inhibitor project, cell-based, single point, plate reader; Huh7 miR-122 Renilla luciferase sensor, 48 h; neutral wells = 0, positive control = 100; activation (reporter increase), % at 12.5 µM; 340,000 tested, 0.3% active;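 active means mean replicate activation score at least 90 and every replicate individually at or above 90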;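 further: higher luciferase means less miR-122 activity so hits act as miR-122 inhibitors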
# Cneo AK release – Cryptococcus neoformans cell lysis inducers, primary screen, AK release luminescence, single concentration; C. neoformans lysis, adenylate kinase release luminescence, 4 h; normalised: neutral wells 0, clomiphene wells 100; lysis activity, % at 15 µM; 360,000 tested, 0.2% active; AID 651654, 2012;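 active means mean lysis activity across replicates of at least 80%, whatever share of replicates individually reach that level; inactive means mean lysis activity below 80%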
#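 Material – Cryptococcus neoformans yeast cells · Quantity – 5 × 10^6 yeast cells/mL · Buffer or medium – YPD medium · Compound – single dose · Timing – 4 h static compound exposure, 37 °C, read 1 h post-reagent · Signal – adenylate kinase release luminescence · Read-out basis – lysis from increased AK signal · Benchmarks – Clomiphene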
# Statin myotox sup – suppressors of statin myotoxicity in C2C12 myotubes, primary screen, cell-based, single point, plate reader | 330,000 tested, 0.78% active | C2C12 myotubes + simvastatin, ATP luminescence, 48 h; scaled: DMSO 0, geranylgeraniol control 100 | rescue of ATP level, % at 7.49 µM;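 active means mean ATP rescue above about 67%, or every replicate alone reaching that limit, limit read from the data, passing the limit was not always enough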;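 further: myotubes were challenged with 10 µM simvastatin during compound exposure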
# PGC1a acetyl inh – inhibitors of PGC1a acetylation signal, primary screen, cell-based, U2OS, AlphaScreen, inhibitor mode; inhibition, % at 15.6 µM; AID 651687, 2012; AlphaScreen anti-acetyl-lysine; with virally co-expressed GCN5 acetyltransferase; 350,000 tested, 0.17% active;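 active means every replicate shows inhibition of at least 40%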;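 further: 0% = neutral control wells and 100% = positive control wells; some results beyond the cut were filed as inactive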
# FN deposit inh – inhibitors of fibronectin matrix deposition, primary screen, AH1F cells, Alexa488-fibronectin fluorescence, plate reader; AID 743247, 2014; inhibition, % at 12.6 µM; 350,000 tested, 0.086% active; AH1F fibroblasts, overnight;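 active means mean inhibition across replicates of 30% or more, regardless of how many single replicates reach that level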;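 further: positive control wells lacked labelled fibronectin entirely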
#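 Assay system: AH1F fibroblasts assembling fluorescent fibronectin matrix; Amount: 10000 AH1F cells per well; Buffer or medium: DMEM, 2% serum; Probe or stimulus: Alexa488-fibronectin, 24 nM final in well; Doses: single compound dose, delivered by pin transfer; Incubation: 1 h adhesion, overnight exposure; Measured by: fluorescence 485/525 nm; Read-out: fibronectin deposition inhibition.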
# INS-1E GSIS act – GLuc luminescence reporter in INS-1E cells, primary screen for activators of glucose-dependent secretion of insulin; INS-1E GLuc reporter insulin secretion, 2-3 h; activation, % at 16.6 µM; 370,000 tested, 0.61% active;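 active means lowest replicate activation of at least 40%, so every replicate reaches that level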;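 further: 0% = median of neutral control wells and 100% = median of IBMX positive control wells; some compounds called inactive have numbers as strong as hits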
# CFTR F508del cor – F508del CFTR correction, initial screen, CFBE line, single point. CFBE cells, YFP halide quenching; stimulated with forskolin plus potentiator P3; % fluorescence drop versus neutral controls. AID 720511, 2013. activity (quench increase), % at 7.58 µM. 350,000 tested, 0.36% active;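 active means mean added fluorescence quench of at least 8% versus neutral control, with both replicates also reaching 8%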;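 further: cells transiently co-express mutant CFTR-F508del with the halide-sensitive YFP; corrector assay measuring rescue of mutant channel to the surface after 24 h compound exposure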
# The depositor's hits bear a star; . = not tested or not shown; [ ] = remark or other dose.
SMILES,PglD inh,miR122 inh,Cneo AK release,Statin myotox sup,PGC1a acetyl inh,FN deposit inh,INS-1E GSIS act,CFTR F508del cor
CO[C@H]1CN(C)C(=O)c2ccc(NC(=O)C3CC3)cc2OC[C@@H](C)N(C(=O)c2ccncc2)C[C@@H]1C,-2,.,-6,-4,-3,2,11,0.8
CS(=O)(=O)Nc1ccc(C2=NN(C(=O)C3CCCCC3)C(c3cccs3)C2)cc1 (stereo not drawn),4,-14,5,.,-13,0,-29,.
CN(C)S(=O)(=O)c1cccc(NC(=S)NCc2ccc3c(c2)OCO3)c1,.,30,.,.,-12,17,-2,0.6
CCCC(=O)NC(=S)Nc1cccc(NC(=O)c2ccccc2)c1,.,.,.,.,-2,2,2,-3.2
CNC(=S)N1N=C(c2ccc(Br)cc2)CC1c1ccc(Br)cc1 (stereo not drawn),-1,-5,-3,-1,-28,-3,.,.
O=C(CN1CCOCC1)N[C@H]1CC[C@H](CCNC(=O)C2CCCC2)O[C@@H]1CO,3,3[16.7 µM],58,-3,1,-2,9,-2.1
CC(C)Cn1c(=O)c2ccccc2n2c(CCC(=O)NC3CCN(Cc4ccccc4)CC3)nnc12,-2,.,-5,31,.,6,17,0.9
Cn1c(-c2ccccc2[N+](=O)[O-])[n+](C)c2ccccc21,.,.,.,.,7,4,9,1.6
O=C(NNc1c(Cl)cccc1Cl)C1CCC1,.,.,.,.,16,-9,2,0.5
CCCOc1ccc(C(=O)NCc2ccco2)cc1,1,6,0,-8,2,0,.,.
CC1CCCC(C)N1C(=O)COC(=O)c1ccccc1O (stereo not drawn),7,.,1,4,-4,1,16,0.0
O=C(NCCc1ccccc1)c1ccc2c(c1)S(=O)(=O)N=C1CCCCCN12,4,.,0,8,.,2,6,-1.0
CCc1nc2ccccc2c(C(=O)Nc2cccc(C)c2)c1C,0,2,3,15,2,-4,-1,-1.1
O=C(O)C1=C[C@@H](c2coc3ccccc3c2=O)C[C@@H](OCCCCO)O1,-2,-4,0,2,.,5,12,0.9
O=C(COC(=O)/C=C/c1cccc(F)c1)Nc1cccc(S(=O)(=O)NC2=NCCCCC2)c1,-2,3,0,9,3,6,2,-3.6
Cc1ccc(NC(=O)CSc2ccc(-c3ccco3)nn2)c(C)c1,-2,-3,3,9,-11,-2,8,-1.1
O=C(NCc1cccnc1)c1cn(-c2ccccc2)nc1-c1cccs1,2,9,-6,17,-31,.,11,3.4
Cc1ccccc1CNC(=O)C1CCC(=O)N(C2CCCCCC2)C1 (stereo not drawn),2,-1,0,3,-2,-2,-16,2.0
COc1ccccc1Nc1ncccc1C(=O)NCc1ccccc1,-1,-5,-1,-12,-14,5,-20,.
C=CCNC(=O)c1cccc(C(F)(F)F)c1,-2,-3,0,-8,-16,-14,13,.
C[C@@H]1CN([C@H](C)CO)C(=O)c2cc(NC(=O)CCCCCC(=O)Nc3ccccc3N)ccc2O[C@@H]1CN(C)S(=O)(=O)c1ccc(F)cc1,.,.,.,.,1,-4,-2,1.5
COc1ccc(CN2CCNC(=O)C2CC(=O)N(C)CCC2CCOCC2)cc1OC (stereo not drawn),-1,-8,-1,-6,7,-1,-5,-0.8
CC1(C(=O)OCc2cc(=O)n3cc(Br)ccc3n2)CC1(Cl)Cl (stereo not drawn),-6,-18,-4,-1,.,-20,2,-0.9
NS(=O)(=O)c1ccc(CCNC(=O)COC(=O)C2CCN(c3ccc(C(F)(F)F)cn3)CC2)cc1,.,.,.,-4,.,4,-10,2.5
COc1ccc(S(=O)(=O)NCCC(=O)OCc2cc(=O)oc3cc(C)ccc23)cc1[N+](=O)[O-],-1,-6,-2,4,.,0,3,-0.1

# 3 of the compounds above, with tabs:
structure	PglD inh	miR122 inh	Cneo AK release	Statin myotox sup	PGC1a acetyl inh	FN deposit inh	INS-1E GSIS act	CFTR F508del cor
CNC(=S)N1N=C(c2ccc(Br)cc2)CC1c1ccc(Br)cc1 (stereo not drawn)	-1	-5	-3	-1	-28	-3	.	.
O=C(CN1CCOCC1)N[C@H]1CC[C@H](CCNC(=O)C2CCCC2)O[C@@H]1CO	3	3[16.7 µM]	58	-3	1	-2	9	-2.1
CC(C)Cn1c(=O)c2ccccc2n2c(CCC(=O)NC3CCN(Cc4ccccc4)CC3)nnc12	-2	.	-5	31	.	6	17	0.9

# 3 entries from above, arranged by the value under PglD inh, lowest first.
Structure	PglD inh
O=C(COC(=O)/C=C/c1cccc(F)c1)Nc1cccc(S(=O)(=O)NC2=NCCCCC2)c1	-2
Cc1ccccc1CNC(=O)C1CCC(=O)N(C2CCCCCC2)C1 (stereo not drawn)	2
O=C(CN1CCOCC1)N[C@H]1CC[C@H](CCNC(=O)C2CCCC2)O[C@@H]1CO	3

# (continued)
SMILES,PglD inh,miR122 inh,Cneo AK release,Statin myotox sup,PGC1a acetyl inh,FN deposit inh,INS-1E GSIS act,CFTR F508del cor
CCCCCC(=O)Nc1cccc(C2=NOC3(C2)C[C@@H](C(N)=O)N(C(=O)c2cc([N+](=O)[O-])cc([N+](=O)[O-])c2C)C3)c1 (stereo partly drawn),0,.,1,-3,.,-2,-2,-4.9
COc1ccc(CCNC(=O)c2ccc(NC(=O)CC3SC(N4CCCC4)=NC3=O)cc2)cc1 (stereo not drawn),4,-2,-2,13,10,4,5,-0.1
C[C@H]1CN([C@@H](C)CO)C(=O)c2cc(C3=CCCC3)cnc2O[C@H]1CN(C)C(=O)C1CCC1,1,-4[16.7 µM],0,18,2,.,3,-1.1
Cc1nc(Nc2ccccc2O)c2oc3ccccc3c2n1,-2,16,0,0,6,4,6,-2.0
COc1ccc(-n2c(SCC(=O)Nc3cccc(S(N)(=O)=O)c3)nc3ccccc3c2=O)cc1OC,11,-1,-1,19,1,11,5,1.9
O=C(COC(=O)c1cnccn1)c1ccccc1,-2,-2,0,.,6,6,.,.
O=C(O)COCCN1CCN([C@H](c2ccccc2)c2ccc(Cl)cc2)CC1,-7,-7,3,2,1,0,6,.
O=C(C[C@H]1CC[C@H]2[C@@H](COC[C@H](O)CN2C(=O)Nc2ccc(Cl)cc2)O1)N1CCCCC1,-1,-8[16.7 µM],-10,3,2,1,-37,0.0
O=C(N[C@H]1CC[C@H](CC(=O)N2CCCCC2)O[C@@H]1CO)c1ccccn1,.,.,0,-4,22,1,-2,-0.9
Cc1ccc(-c2nc(-c3ccccn3)no2)cc1,-1,-3,-16,.,2,.,.,.
COc1ccc(C(=O)Nc2cccc(-c3ccc(N4CCOCC4)nn3)c2)cc1OC,0,-10,-3,-14,7,2,3,6.1
CCOC(=O)C1CCCCN1Cc1cc(Cl)ccc1O (stereo not drawn),-7,12,0,7,-10,-14,46,.
C[C@@H]1CN([C@H](C)CO)C(=O)c2cc(-c3cccc(F)c3)cnc2O[C@H]1CN(C)Cc1cccc(F)c1,.,5[16.7 µM],.,16,-10,-15,0,1.4
CC(OC(=O)c1ccc(NC(=O)CC#N)cc1)C(=O)NC(c1ccccc1)c1ccccc1 (stereo not drawn),4,-5,1,4,-12,-5,-10,-2.1
CCC(=O)Nc1ccc2c(c1)OC[C@@H](C)N(C(=O)CC1CC1)C[C@@H](C)[C@H](OC)CN(C)C2=O,4,-2[16.7 µM],1,5,-9,5,1,-0.6
CCOc1cc(/C=N/Nc2nc(=O)[nH]nc2C)ccc1O,-3,0,-2,6,-4,-9,-1,0.3
CCC(=O)c1ccc(OCC(=O)OCC(=O)Nc2c(C)n(C)n(-c3ccccc3)c2=O)cc1,1,.,3,6,7,-6,7,1.5
CN(C)C(/C=C/Nc1ccc([N+](=O)[O-])cc1)=C(C#N)C#N,.,.,.,.,-3,2,13,-1.1
Cc1c(Cl)cccc1-c1ccc(C(=O)N2CCN(c3ccc([N+](=O)[O-])cc3)CC2)o1,0,-4,3,.,0,.,.,.
Cc1ccc(S(=O)(=O)N(C)C[C@@H]2Oc3ccc(NS(=O)(=O)c4ccc(F)cc4)cc3CC(=O)N([C@@H](C)CO)C[C@@H]2C)cc1,-1,-12[16.7 µM],-1,1,-2,.,-5,-1.7
CC(C)(C)C(=O)COC(=O)c1ccc(O)cc1,0,-2,9,-11,.,-2,.,.
CS(=O)(=O)N1CCN(c2ccc([N+](=O)[O-])c(NCCN3CCOCC3)c2)CC1,-5,-1,3,0,-4,.,.,.
CCS(=O)(=O)NCC[C@@H]1CC[C@@H](NC(=O)C2CCC2)[C@H](CO)O1,-2,.,-2,0,-1,-30,8,0.2
CC(C)Oc1ccc(CCNC(=O)CC2C(=O)NCCN2C)cc1 (stereo not drawn),2,4,-3,8,9,2,-32,-1.0
CNc1cncc(-c2ccc(OCCCN(C)C)nc2)n1,5,-1,-1,6,-5,3,2,-1.3
Cc1noc(C)c1S(=O)(=O)Nc1ccc2c(c1)CC(=O)N([C@H](C)CO)C[C@H](C)[C@H](CN(C)CC1CC1)O2,-8,-6[16.7 µM],-1,12,1,.,0,2.1
COc1ccc(C(=O)c2ccc(Cl)cc2)c2ccccc12,3,-5,0,-23,-5,.,.,.

# A different layout for part of the listing above:
# Sequence of screens – PglD inh	miR122 inh	Cneo AK release	Statin myotox sup	PGC1a acetyl inh	FN deposit inh	INS-1E GSIS act	CFTR F508del cor
CNc1cncc(-c2ccc(OCCCN(C)C)nc2)n1
→ 5	-1	-1	6	-5	3	2	-1.3
Cc1noc(C)c1S(=O)(=O)Nc1ccc2c(c1)CC(=O)N([C@H](C)CO)C[C@H](C)[C@H](CN(C)CC1CC1)O2
→ -8	-6[16.7 µM]	-1	12	1	.	0	2.1

# Record cards (already shown).
# COc1ccc(C(=O)c2ccc(Cl)cc2)c2ccccc12 as listed: PglD inh: 3; miR122 inh: -5; Cneo AK release: 0; Statin myotox sup: -23; PGC1a acetyl inh: -5; FN deposit inh: .; INS-1E GSIS act: .; CFTR F508del cor: .
# Cc1c(Cl)cccc1-c1ccc(C(=O)N2CCN(c3ccc([N+](=O)[O-])cc3)CC2)o1 as listed: PglD inh: 0; miR122 inh: -4; Cneo AK release: 3; Statin myotox sup: .; PGC1a acetyl inh: 0; FN deposit inh: .; INS-1E GSIS act: .; CFTR F508del cor: .
# Cc1nc(Nc2ccccc2O)c2oc3ccccc3c2n1 as listed: PglD inh: -2; miR122 inh: 16; Cneo AK release: 0; Statin myotox sup: 0; PGC1a acetyl inh: 6; FN deposit inh: 4; INS-1E GSIS act: 6; CFTR F508del cor: -2.0

# Screening data as filed in PubChem BioAssay.
